PhoP inhibition: inhibitors of PhoP regulon expression, primary screen, Salmonella Typhimurium, GFP reporter (AID 1863). inhibition, % at 50 µM; hits with a dose series show IC50 in µM. S. Typhimurium PhoP-regulated promoter GFP reporter, 4 h; higher % means a stronger effect. actives 0.16% (n = 300,000);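 active = inhibition over 29.93%, a cutoff 3 SD above the screen mean, later confirmed by dose response; inconclusive = inhibition over 29.93% but no dose response follow-up; inactive = inhibition at most 29.93% or unconfirmed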;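 also: 0% = low Mg2+ inducing control and 100% = high Mg2+ repressing control; strong numbers were not always called active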
T cell modulator: modulators of CD8 T cell-vesicle binding, primary screen, mouse 2C CD8+ T cells, flow cytometry; 2C CD8+ T cell-vesicle binding; active compounds read low; calls only at 7 µM; actives 0.068% (n = 330,000);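 active = response, share of CD8 T cells binding vesicles, and their 90th percentile fluorescence all below set limits, cut at about 80% in these data, passing the limit was not always enough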
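Test system: purified 2C TCR transgenic mouse naive CD8+ T cells. Probe or stimulus: QL9-peptide-loaded Drosophila micro-vesicles bearing Ld, ICAM-1 and B7-1. Incubation: binding step 1.5 h, 37 °C, antibody labelling 20 min, ice. Measured by: flow cytometry of vesicle-bound cells.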
Myeloid diff MLP: induction of myeloid progenitor differentiation, primary screen, cell-based, flow cytometry, MLPCN library. actives 1% (n = 360,000). calls only at 10 µM. ER-HoxA9 myeloid progenitors, lysozyme-GFP differentiation;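 active = normalized GFP-positive differentiation at or above the plate's own cutoff, the solvent-only control mean plus 3 SD; inconclusive = no clear call, values can overlap the other calls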;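 also: cells exposed to compound for four days before flow analysis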
bCat nuc transl: modulators of beta-catenin nuclear translocation, primary screen, imaging, HeLa cells, immunofluorescence, high-content. AID 1665, 2009. nuclear translocation activity, % at 5 µM. actives 0.3% (n = 190,000);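 active = nuclear translocation activity above 50% at 5 µM, with a well cell count of 50 or more; inconclusive = wells under 50 cells across six images, flagged as toxic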;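 also: per-cell ratio of nuclear to cytoplasmic median beta-catenin stain intensity; plate controls were DMSO negative control for no effect and GSK-3 inhibitor IX positive control for full effect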
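Test system: human HeLa cells, native beta-catenin. Compound dosing: 5 µM primary single dose, 0.1% DMSO, 0.02–20 µM confirmation series. Incubation: compound exposure 24 h at 37°C. Detection: beta-catenin immunostaining with DAPI counterstain, 20x imaging, 6 fields/well. Read-out basis: Nuclear/cytoplasmic beta-catenin signal ratio, % activation.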
West Nile antiviral: West Nile virus antiviral activity, cell-based, CPE readout (AID 1621) | West Nile virus-infected cells, CPE inhibition; higher % means a stronger effect | one-dose CPE inhibition, % at 10 µM; IC50 in µM for titrated hits | actives 0.02% (n = 290,000); in the data active = a potency from the dose series; inconclusive = CPE inhibition mostly from about 3.7% at the one dose, without a potency; inactive = the rest, 99 in 100 with CPE inhibition below about 2.2%; also: strong numbers were not always called active
WT yeast gro inh: growth inhibition of WT strain, primary screen, mitochondrial fusion inhibitor project, WT and mutant strains, chemical genetic. mitochondrial fusion phenotypic screen. inhibition, % at 10 µM. actives 2.1% (n = 190,000); in the data active = inhibition above about 58%; tested in S. cerevisiae
RSV CPE inhibition: RSV antiviral activity via CPE protection, HEp-2 cells, primary 10 µM value included (AID 2391). actives 0.13% (n = 310,000). HEp-2 cells, RSV-induced CPE inhibition; higher % means a stronger effect. one-dose CPE inhibition, % at 10 µM; IC50 in µM for titrated hits; in the data active = a potency from the dose series; inconclusive = CPE inhibition mostly from about 23% at the one dose, without a potency; inactive = the rest, 99 in 100 with CPE inhibition below about 21%; also: strong numbers were not always called active
Large T inhibition: SV40 large T antigen inhibitors, biochemical (AID 1903); inhibition, % at 20 µM, or IC50 in µM where a hit was titrated; SV40 large T antigen ATPase/helicase inhibition assay; higher % means a stronger effect; actives 0.39% (n = 310,000); in the data active = a potency from the dose series; inconclusive = inhibition mostly from about 32% at the one dose, without a potency; inactive = the rest, 99 in 100 with inhibition below about 32%; also: strong numbers were not always called active
Rac1 GTP hydrolysis: MgcRacGAP GTPase-activating activity inhibitors, confirmation, biochemical, ADP Hunter fluorescence; Rac GTPase-activating protein 1 (Homo sapiens); MgcRacGAP-stimulated Rac1 GTP hydrolysis, ADP Hunter fluorescence; higher % means a stronger effect; GST-tagged Rac1 F28L mutant substrate; inhibition, % at 30 µM; hits with a dose series show IC50 in µM; actives 0.6% (n = 340,000); AID 624330, 2012;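 active = first-screen hits whose inhibition reached a set limit at any dose in the follow-up dose series; inconclusive = inhibition above the set first-screen limit but never retested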;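 also: fluorescence reports GDP produced by GAP-driven GTP hydrolysis; strong numbers were not always called active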
WT yeast gro inh mutant strain: recorded beside WT yeast gro inh, whose call it bears; inhibition, %; mitochondrial fusion phenotypic screen, mutant strain inhibition
bCat nuc transl cell count 5 µM: second read-out of bCat nuc transl, no call of its own (marks repeat the call); cell count; measured here: cell count, cytotoxicity flag
T cell modulator vesicle-bound %: further read-out of T cell modulator, marked with its call; double positive events, %; measured here: CD8+ vesicle-bound cell fraction;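 binding gate set so that unloaded-vesicle control wells show 10% double positive cells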
Myeloid diff MLP GFP+ MAC1+ %: second read-out of Myeloid diff MLP, no call of its own (marks repeat the call); GFP+ MAC1+ double positive, %; measured here: differentiation confirmed by MAC1 staining
An asterisk follows results filed as active; i = inactive; ? = inconclusive; nt = not tested or not shown; + = active, no number.

SMILES	PhoP inhibition	T cell modulator	T cell modulator vesicle-bound %	Myeloid diff MLP	Myeloid diff MLP GFP+ MAC1+ %	bCat nuc transl	bCat nuc transl cell count 5 µM	West Nile antiviral	WT yeast gro inh	WT yeast gro inh mutant strain	RSV CPE inhibition	Large T inhibition	Rac1 GTP hydrolysis
Cc1cc(C(=O)CN2C(=O)C(=O)N(Cc3ccccc3)C2=O)c(C)n1CC1COc2ccccc2O1 (stereo unspecified)	0%	i	53	i	0.3	4.7	994	-0.1%	-10	4	3.1%	3%	-4%
COc1ccc(Cl)cc1N1C(=O)[C@@H]2C(c3cccc(OC)c3OC)=NO[C@@H]2C1=O	7%	i	12	i	0.6	0.1	1134	0.2%	2	1	0.3%	22%	4%
C/C(=C\c1ccco1)C1C(C#N)=C(N)Oc2n[nH]c(-c3ccccc3)c21 (stereo unspecified)	16%	i	54	i	0.5	-2.1	1329	-0.5%	7	-7	1.2%	26%	7%
CCCNS(=O)(=O)c1ccc(NC(=O)Cc2cccs2)cc1	-3%	i	40	i	0.3	8.5	485	-0.2%	1	7	0.3%	6%	7%
Cc1ccccc1NC(=O)N1C2CCCC1CC(NC(=O)C1CC1)C2 (stereo unspecified)	-4%	i	34	i	1.2	-0.7	1054	0.3%	-10	-4	1.9%	5%	9%
COc1ccc(CNC(=O)C2CC(c3ccccc3[N+](=O)[O-])=NO2)cc1 (stereo unspecified)	-3%	i	38	i	1.7	nt	nt	-0.1%	-6	-3	0.1%	?	4%
COCCCNc1nc2nonc2nc1N(C)CC1CCCN1C (stereo unspecified)	3%	i	56	i	0.6	-0.8	1064	0.4%	8	6	-0.2%	18%	9%
O=C(NCC1CCCO1)c1ccc2c(c1)ncn2-c1cccc(F)c1 (stereo unspecified)	8%	i	33	i	3.2	nt	nt	0.5%	nt	nt	0.4%	6%	10%
CCCC(=O)Nc1nc2ccc(NC(=O)c3c(F)c(F)c(OC)c(F)c3F)cc2s1	-8%	i	24	nt	nt	58*	260*	-1.0%	-4	-11	-1.4%	13%	10%
CCC(C)(NC(=O)c1ccccn1)C(=O)NC1CCCC1 (stereo unspecified)	2%	i	41	i	0.3	-0.6	1027	-0.7%	-2	12	0.0%	-68%	1%
COc1ccc(/C=N/n2c(N)nc(-c3ccccc3)c2-c2ccccc2)cc1	0%	i	39	i	0.4	-3.3	929	-0.1%	21	23	?	-1%	7%
CCOc1ccc(C2=C(C=Nc3c(C)n(C)n(-c4ccccc4)c3=O)C(c3ccc(F)cc3)c3ccccc3O2)cc1 (stereo unspecified)	3%	i	32	i	0.5	nt	nt	0.0%	17	6	1.7%	-1%	9%
CN(C)c1ccc(C(CNS(=O)(=O)c2ccc(F)cc2)c2c[nH]c3ccccc23)cc1 (stereo unspecified)	1%	i	29	i	1.3	-0.6	973	-0.9%	30	13	10%	2%	8%
COc1cc(OC)c(C(=O)NCCCN2CCOCC2)cc1OC	-6%	i	25	i	0.2	-0.9	1125	0.0%	-14	5	-1.1%	12%	5%
Cc1ccc(N2CN=C(c3ccccc3)NC2=S)cc1	8%	i	31	i	1.2	-4.2	1204	-0.7%	-16	-1	1.7%	11%	1%
COc1ccc(N2CC(C(=O)Nc3nc4ccc(OC)cc4s3)CC2=O)cc1 (stereo unspecified)	8%	i	20	i	0.7	nt	nt	-0.5%	nt	nt	2.4%	1%	11%
NCCC(=O)N1c2ccccc2Sc2ccc(Cl)cc21	12%	i	39	i	0.9	nt	nt	0.0%	nt	nt	0.0%	-5%	-14%
Cc1ccc(/C=N/NC(=O)CNC(=O)COc2ccc(Cl)cc2)o1	-10%	i	48	+	2.7*	-0.9	1134	0.1%	2	6	0.9%	10%	6%
O=S(=O)(c1ccc2c(c1)OCCO2)N1CCN(c2ncnc3sccc23)CC1	-4%	i	8	i	0.1	-2.3	1040	-1.3%	-4	-3	0.8%	6%	nt
O=C(NC1CCSC1=O)c1ccc(Oc2cccc(C(F)(F)F)c2)nc1 (stereo unspecified)	-1%	i	36	i	0.9	2.2	1373	0.1%	6	10	1.4%	18%	8%
COc1ccc(C(=O)N2CCN(c3ccc(F)cc3)CC2)cc1S(=O)(=O)NC1CC1	nt	i	48	i	1.1	nt	nt	nt	nt	nt	0.8%	nt	4%
COc1cc(CC(=O)NCCCc2ccccc2)cc(OC)c1OC	-6%	i	17	i	0.6	nt	nt	-0.9%	nt	nt	-0.1%	11%	1%
CN(C)CCNC(=O)c1ccccc1-c1cc2ccccc2c(=O)o1	-2%	i	12	i	0.6	nt	nt	1.2%	nt	nt	0.9%	6%	8%
Cc1ccc(CC(=O)N2CCC(c3nc4c(nnn4Cc4ccccc4)c(=O)[nH]3)CC2)cc1	0%	i	39	i	2.6	-2.2	978	0.3%	10	4	-0.8%	4%	-5%
O=C(NCc1cccnc1)C1CCN(S(=O)(=O)c2cccnc2)CC1	-1%	i	37	i	1.0	-0.5	1062	0.2%	-8	-12	0.1%	5%	3%

4 compounds already listed, arranged by their value in West Nile antiviral, lowest first.
Compound | PhoP inhibition | T cell modulator | T cell modulator vesicle-bound % | Myeloid diff MLP GFP+ MAC1+ % | West Nile antiviral | WT yeast gro inh mutant strain | RSV CPE inhibition | Large T inhibition | Rac1 GTP hydrolysis
COc1ccc(N2CC(C(=O)Nc3nc4ccc(OC)cc4s3)CC2=O)cc1 (stereo unspecified) | 8% | i | 20 | 0.7 | -0.5% | nt | 2.4% | 1% | 11%
CCCNS(=O)(=O)c1ccc(NC(=O)Cc2cccs2)cc1 | -3% | i | 40 | 0.3 | -0.2% | 7 | 0.3% | 6% | 7%
COc1cc(OC)c(C(=O)NCCCN2CCOCC2)cc1OC | -6% | i | 25 | 0.2 | 0.0% | 5 | -1.1% | 12% | 5%
Cc1ccc(/C=N/NC(=O)CNC(=O)COc2ccc(Cl)cc2)o1 | -10% | i | 48 | 2.7* | 0.1% | 6 | 0.9% | 10% | 6%

Next records
SMILES	PhoP inhibition	T cell modulator	T cell modulator vesicle-bound %	Myeloid diff MLP	Myeloid diff MLP GFP+ MAC1+ %	bCat nuc transl	bCat nuc transl cell count 5 µM	West Nile antiviral	WT yeast gro inh	WT yeast gro inh mutant strain	RSV CPE inhibition	Large T inhibition	Rac1 GTP hydrolysis
N/C(=N\NS(=O)(=O)c1ccccc1Cl)c1ccccn1	nt	i	33	i	1.0	nt	nt	nt	nt	nt	1.0%	14%	-11%
CCCNC(=O)c1c(Cl)cnn1-c1ccc(C)cc1	-1%	i	44	i	0.2	-1.9	1089	-0.6%	-2	5	2.7%	2%	nt
NC(=O)CSc1cn(CCNC(=O)c2cccs2)c2ccccc12	2%	i	17	i	3.1	-1.9	1193	0.2%	15	10	0.0%	-7%	5%
CN1CCN(Cc2cc(Cl)c3cccnc3c2OC(=O)c2cccs2)CC1	-2%	i	29	i	0.2	-2.4	567	?	-7	11	2.2%	12%	3%
Cc1cccc(-c2noc(CCC(=O)NC3CCCCC3)n2)c1	-5%	i	24	i	0.7	nt	nt	-0.8%	nt	nt	3.3%	15%	7%
CCC(C(=O)Nc1cc(F)ccc1F)n1nc(C)c2c(C)n(-c3ccc(C)cc3)nc2c1=O (stereo unspecified)	3%	i	24	i	1.0	nt	nt	0.5%	nt	nt	3.1%	15%	4%
COc1c(C(=O)Nc2ccccc2N2CCOCC2)cc2ccccc2c1Br	-6%	i	28	i	2.5	nt	nt	1.0%	nt	nt	16%	3%	5%
CCOC(=O)/C(N=O)=C(\O)C1CCN(C(=O)OCC)CC1	-1%	i	41	i	0.9	nt	nt	-0.1%	10	11	2.5%	7%	6%
COc1ccc2sc(-c3ccc(SC)cc3)c(C#CC(C)(C)O)c2c1	nt	i	51	?	nt	nt	nt	nt	nt	nt	-1.1%	nt	9%
O=C(CN(Cc1ccco1)C(=O)c1cccc(F)c1)Nc1ccccc1C(F)(F)F	nt	i	50	i	0.3	nt	nt	nt	nt	nt	-1.1%	nt	2%
Cc1ccc2c(c1)C(O)(CC(=O)c1cccnc1)C(=O)N2 (stereo unspecified)	2%	i	37	i	1.2	0.3	1014	-0.1%	-1	-2	1.8%	5%	7%
O=C(Nc1ccccc1C(=O)N/N=C/c1ccc(F)cc1)c1ccccc1Br	-9%	nt	nt	i	1.1	0.2	1383	1.1%	17	-2	0.4%	11%	5%
CCCC(C)NC(=O)COc1ccc(Sc2ccc(OCC(=O)NC(C)CCC)cc2)cc1 (stereo unspecified)	7%	i	58	i	1.7	-3.1	1100	-0.9%	4	19	0.4%	10%	2%
COc1cc(-c2nc(-c3ccccc3)c(-c3cc([N+](=O)[O-])ccc3C)[nH]2)cc(OC)c1OC	6%	i	24	i	1.0	-1.2	1105	0.1%	15	3	0.4%	-3%	2%
CN1CCC(=NNC(=O)C(=O)Nc2ccccc2F)CC1	-11%	i	61	i	0.2	0.7	485	0.5%	6	8	-1.4%	9%	-5%

Part of the list above, with bars between the fields:
Compound | PhoP inhibition | T cell modulator | T cell modulator vesicle-bound % | Myeloid diff MLP | Myeloid diff MLP GFP+ MAC1+ % | bCat nuc transl | bCat nuc transl cell count 5 µM | West Nile antiviral | WT yeast gro inh | WT yeast gro inh mutant strain | RSV CPE inhibition | Large T inhibition | Rac1 GTP hydrolysis
CN1CCN(Cc2cc(Cl)c3cccnc3c2OC(=O)c2cccs2)CC1 | -2% | i | 29 | i | 0.2 | -2.4 | 567 | ? | -7 | 11 | 2.2% | 12% | 3%
Cc1cccc(-c2noc(CCC(=O)NC3CCCCC3)n2)c1 | -5% | i | 24 | i | 0.7 | nt | nt | -0.8% | nt | nt | 3.3% | 15% | 7%
